ERp5 inh: blocks human ERp5 reductase activity on insulin | Q15084 | actives 0.05% (n = 350,000) | inhibition, % at 9.99 µM | ERp5 insulin aggregation, absorbance 650 nm, 90 min;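 active = mean replicate inhibition above about 25%, with every replicate also reaching it, limit read from the data, passing the limit was not always enough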
Target sequence (Q15084 whole entry, looked up): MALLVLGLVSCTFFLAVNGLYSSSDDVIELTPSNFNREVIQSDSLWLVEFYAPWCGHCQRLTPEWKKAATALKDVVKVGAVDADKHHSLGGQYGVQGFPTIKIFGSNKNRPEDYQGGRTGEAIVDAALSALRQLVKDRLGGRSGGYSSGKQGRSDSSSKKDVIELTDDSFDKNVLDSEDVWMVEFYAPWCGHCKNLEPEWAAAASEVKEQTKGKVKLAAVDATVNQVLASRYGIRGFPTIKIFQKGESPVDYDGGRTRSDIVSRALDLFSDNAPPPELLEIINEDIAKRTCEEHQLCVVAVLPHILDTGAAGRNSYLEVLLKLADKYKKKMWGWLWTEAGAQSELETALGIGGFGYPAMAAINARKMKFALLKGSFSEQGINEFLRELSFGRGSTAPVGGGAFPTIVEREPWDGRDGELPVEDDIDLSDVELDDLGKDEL
esBAF inh: SWI/SNF esBAF complex inhibition; mouse ES cells, Bmi1-luciferase knock-in reporter, 24 h; 100% = twice the neutral-well signal; reporter increase, % at 12.5 µM; actives 2% (n = 350,000); AID 602393; in the data active = activation above about 40%;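 also: 0% = median of the plate's neutral control wells and 100% = double that signal; a rise in the Bmi1 reporter signal indicates esBAF inhibition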
C2C12 statin: suppressors of simvastatin-induced myotoxicity in C2C12 myotubes; ATP luminescence, 48 h; scaled: DMSO 0, geranylgeraniol control 100; rescue of ATP level, % at 7.49 µM; actives 0.78% (n = 330,000); AID 602340;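 active = mean ATP rescue above about 67%, or every replicate alone reaching that limit, limit read from the data, passing the limit was not always enough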;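 also: myotubes were challenged with 10 µM simvastatin during compound exposure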
miR-122 sensor: miR-122 inhibition in Huh7 cells | Huh7 miR-122 Renilla luciferase sensor, 48 h; neutral wells = 0, positive control = 100 | actives 0.3% (n = 340,000) | AID 602342 | activation (reporter increase), % at 12.5 µM;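 active = mean replicate activation score at least 90 and every replicate individually at or above 90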;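 also: higher luciferase means less miR-122 activity so hits act as miR-122 inhibitors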
ARNT-TACC3 inh: ARNT/TACC3 interaction disruption; actives 0.66% (n = 390,000); inhibition, % at 9.99 µM; AlphaScreen His-ARNT PAS-B/GST-TACC3 binding, luminescence; TACC3 fragment carries E629A point mutation;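 active = mean inhibition of replicates at least 50% and at least half of replicates each reaching 50%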;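 also: 0% = complete ARNT plus TACC3 wells and 100% = ARNT alone without TACC3; many hits fall short of the cut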
SIRT5 inh: inhibitors of human sirtuin-5 desuccinylase; Purified SirT5, succinyl-peptide AMC, trypsin-coupled fluorescence; inhibition, % at 15 µM; actives 1.1% (n = 330,000); AID 652115; in the data active = inhibition above about 15%
Target sequence (Q9NXA8 whole entry, looked up): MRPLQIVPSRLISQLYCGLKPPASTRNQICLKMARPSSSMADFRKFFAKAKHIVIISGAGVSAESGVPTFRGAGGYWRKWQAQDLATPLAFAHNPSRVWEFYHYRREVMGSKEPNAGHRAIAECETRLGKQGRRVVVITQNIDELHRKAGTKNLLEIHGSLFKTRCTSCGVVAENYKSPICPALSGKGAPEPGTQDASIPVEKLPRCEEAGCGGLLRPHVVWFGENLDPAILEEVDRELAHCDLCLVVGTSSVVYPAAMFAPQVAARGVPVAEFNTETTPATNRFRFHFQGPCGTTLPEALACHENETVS
Cneo AK release: causes C. neoformans cell lysis | lysis activity, % at 15 µM | adenylate kinase release luminescence, 4 h; normalised: neutral wells 0, clomiphene wells 100 | actives 0.2% (n = 360,000);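 active = mean lysis activity across replicates of at least 80%, whatever share of replicates individually reach that level; inactive = mean lysis activity below 80%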
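read-out = cell lysis signal | test system = log-phase Cryptococcus neoformans yeast cells | input = cells at 5 × 10^6 per mL | medium = fresh YPD growth medium | signal = luminescent adenylate kinase detection reagent | timing = 4 h at 37 °C static, read 1 h later | dosing = single dose | controls = Clomiphene as positive lysis control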
Numbers without * were called inactive; x = no result given; & = joins results of further samples; [ ] = dose if it differs, or a comment.

SMILES | ERp5 inh | esBAF inh | C2C12 statin | miR-122 sensor | ARNT-TACC3 inh | SIRT5 inh | Cneo AK release
O=Nc1c(-c2ccccc2)cc2ccccn12 | 8.3 | 20.4 | 3.9 | 0.8 | 15.8 | 0.3 | 0.3
CSCCC1NC(=O)N(CC(=O)Nc2ccc(N3CCCCC3)cc2)C1=O (configuration not stated) | x | 5.2 | -5.0 | -1.6 | 1.9 | x | 0.6
COc1ccc(NC(=O)CN2C(=O)COc3ccc(S(=O)(=O)N4CCCCC4)cc32)c(OC)c1 | -0.8 | 6.5 | 4.7 | 8.6 | 2.3 | -1.2 | -0.5
Cc1nc2ccccc2c(=O)n1/N=C/c1ccc(OC(F)F)cc1 | -0.1 | 25.7 | 1.5 | 6.2 | -4.1 | -2.4 | 0.1
Cc1nc(CCNC(=O)c2cccs2)cs1 | 2.3 | -3.1 | 27.8 | 5.8 | -1.9 | -2.5 | -0.1
O=C(CS(=O)(=O)c1ccc2ccccc2c1)N1CCCCCC1 | 3.2 | x | x | x | 6.3 | 4.6 | x
COc1ccc(CN(C)C[C@@H]2Oc3c(NC(=O)Nc4ccc(C(F)(F)F)cc4)cccc3C(=O)N([C@@H](C)CO)C[C@@H]2C)cc1 | 8.0 | 6.3 | 42.1 | -12.1[16.7 µM] | -6.0 | -1.0 | -4.9
COc1cccc(-c2cnc3c(c2)C(=O)N([C@H](C)CO)C[C@H](C)[C@H](CN(C)S(C)(=O)=O)O3)c1 | -4.5 | 1.8 | 11.3 | 27.8[16.7 µM] | x | 0.6 | 0.3
Cc1nc2oc3c(=O)[nH]cnc3c2c2c1COC(C)(C)C2 | 1.4 | x | x | -6.9 | 40.8 | -2.7 | 7.5
Cc1ccc(C(=O)NNC(=O)C2CC2)cc1Br | 23.9 | x | x | 0.3 | 1.9 | 0.9 | 1.6
C[C@@H]1CN([C@H](C)CO)S(=O)(=O)c2ccc(-c3cccc(C#N)c3)cc2O[C@@H]1CN(C)C(=O)Nc1cc(F)ccc1F | 3.4 | -12.7 | -11.6 | 8.9[16.7 µM] | 4.9 | 8.3 | 1.0
Cc1ccc(Cl)cc1N(CC(=O)NCc1ccc2c(c1)OCO2)S(C)(=O)=O | 3.4 | -8.6 | 5.8 | 2.2 | 3.0 | -6.3 | x
CC(=O)N/C(=C\c1ccccc1)C(=O)Nc1ccc(O)cc1 | -0.3 | x | x | x | 1.2 | -1.4 | x
Cc1noc(C)c1NC(=O)N(C)C[C@H]1Oc2c(NC(=O)c3ccc(-c4nccs4)cc3)cccc2C(=O)N([C@@H](C)CO)C[C@H]1C | -3.8 | 3.0 | 18.2 | -4.1[16.7 µM] | 4.4 | -1.3 | 63.7
COCCNC(=O)C(=O)Nc1cc2c3c(c1)CC(=O)N3CCC2 | 6.6 | -2.0 | 0.6 | 0.1 | 12.9 | -0.5 | 1.9
C[C@H]1CN([C@@H](C)CO)C(=O)Cc2cc(NS(=O)(=O)c3ccccc3)ccc2O[C@H]1CN(C)Cc1ccc(Cl)c(Cl)c1 | x | 2.2 | -3.5 | -2.1[16.7 µM] | x | x | x
Cc1ccc(NC(=O)c2ccc(=O)[nH]n2)cc1C | 0.0 | 30.0 | -6.1 | 11.3 | -2.1 | -3.6 | 0.7
C[C@H]1CN([C@@H](C)CO)C(=O)c2cc(NS(=O)(=O)c3ccc(F)cc3)ccc2O[C@H]1CN(C)Cc1ccc(C(F)(F)F)cc1 | -7.3 | -2.8 | 51.8 | -7.9[16.7 µM] | -1.6 | 1.2 | 6.5
O=C(CSc1ccccc1F)NCCN1C(=O)CSC1=O | -2.0 | 0.0 | 2.0 | x | -4.7 | 1.0 | 0.5
C[C@H](CO)N1C[C@H](C)[C@@H](CN(C)C)Oc2ncc(C#Cc3cccnc3)cc2C1=O | 4.0 | -5.2 | 35.7 | -5.5[16.7 µM] | -7.6 | 0.2 | -1.9
CNC(=O)[C@@]1(Cc2ccccc2)C=C[C@@H](C)N1C(C)=O | 5.4 | -2.0 | -3.1 | -6.8 | -2.8 | 0.7 | -1.7
O=C(c1cccc([N+](=O)[O-])c1)c1ccc2c(c1)OCCOCCOCCO2 | 5.5 | x | x | -4.0 | -2.7 | -0.4 | 0.0
c1ccc(COc2cccc(-c3cc4nc(NCc5cccs5)ccn4n3)c2)cc1 | -10.6 | 31.4 | 9.1 | -4.7 | x | -4.8 | 11.5
CO[C@@H]1CN(C)C(=O)c2cc(NS(C)(=O)=O)ccc2OC[C@@H](C)N(Cc2nccs2)C[C@@H]1C | 0.1 | -2.3 | -2.9 | 18.2[16.7 µM] | -10.0 | -4.3 | -1.3
O=C(NCC[C@@H]1CC[C@H](NS(=O)(=O)c2ccc(Cl)cc2)[C@@H](CO)O1)c1ccccc1F | -1.4 | -3.3 | -4.6 | x | x | 2.3 | -2.7

Structural class: the entries above containing two or more sulfur atoms.
SMILES | ERp5 inh | esBAF inh | C2C12 statin | miR-122 sensor | ARNT-TACC3 inh | SIRT5 inh | Cneo AK release
Cc1nc(CCNC(=O)c2cccs2)cs1 | 2.3 | -3.1 | 27.8 | 5.8 | -1.9 | -2.5 | -0.1
O=C(CSc1ccccc1F)NCCN1C(=O)CSC1=O | -2.0 | 0.0 | 2.0 | x | -4.7 | 1.0 | 0.5
CO[C@@H]1CN(C)C(=O)c2cc(NS(C)(=O)=O)ccc2OC[C@@H](C)N(Cc2nccs2)C[C@@H]1C | 0.1 | -2.3 | -2.9 | 18.2[16.7 µM] | -10.0 | -4.3 | -1.3

Going on with the list:
SMILES | ERp5 inh | esBAF inh | C2C12 statin | miR-122 sensor | ARNT-TACC3 inh | SIRT5 inh | Cneo AK release
O=C(CN(Cc1ccccc1)C(=O)c1csnn1)NCc1ccccc1 | -16.3 | -5.2 | -0.3 | 1.3 | -5.0 | -1.6 | 1.4
CCOC(=O)NCc1ccc(S(=O)(=O)Nc2ccc(C)cc2)cc1 | x | 10.2 | 27.8 | 27.1 | -1.2 | x | -0.5
CCOC(=O)CCCNC(=O)COc1ccccc1C#N | x | -5.0 | 2.1 | -11.9 | -12.4 | x | 3.8
O=C(Cc1ncc(C(F)(F)F)cc1Cl)N1CCN(c2cccc(Cl)c2)CC1 | x | -8.8 | -7.4 | -4.3 | -6.6 | x | 1.1
Cc1ccc(NC(=O)N2CCC(C(=O)NCc3ccc(F)cc3)CC2)cc1 | x | 13.8 | 1.6 | -5.8 | -0.9 | x | 0.3
Cc1ccccc1C(=O)Nc1nnc([C@@H]2C[C@H](O)[C@@H](CO)O2)s1 | 2.3 | -8.6 | 7.9 | 1.6 | x | -2.6 | 0.6
C[C@@H]1CN([C@H](C)CO)C(=O)c2cc(Br)cnc2O[C@@H]1CN(C)C(=O)CC1CC1 | -0.6&1.2 | -0.4&-1.3 | 2.1 | -4.7 | -2.7 | -1.1&-5.2 | -1.7&-4.7
CCCNC(=O)C(Cc1ccc(OC)cc1)NC(=O)c1ccc(Cl)cc1 (configuration not stated) | -3.6 | 0.4 | 0.3 | 3.6 | -9.9 | x | -1.0
O=C(c1ccccc1Cc1ccccc1)N1CCN(S(=O)(=O)c2ccccc2)CC1 | 2.1 | -2.4 | 6.7 | -6.2 | 26.0 | -2.0 | -1.4
CCOC(=O)C1(Cc2ccccc2)CCCN(Cc2ccc(OCCO)cc2)C1 (configuration not stated) | -1.6 | -6.0 | 0.9 | -4.1 | x | -3.4 | 5.3
COCCNC(=O)CN(C(=O)CCC(=O)Nc1ccccn1)c1ccccc1OC | 2.3 | 3.1 | 0.6 | 1.2 | -2.2 | x | 0.2
C[C@H](CO)N1C[C@H](C)[C@@H](CN(C)C(=O)C2CC2)Oc2ncc(C#CCc3ccccc3)cc2C1=O | 4.3 | -4.1 | -3.3 | 12.0[16.7 µM] | -1.4 | -0.9 | -14.7
CCN(CC)CCn1c(NCc2cccc(OC)c2OC)nc2ccccc21 | x | 0.8 | x | -0.6 | 8.0 | x | 0.0
CN(C(=O)COC(=O)c1ccccc1C(=O)c1ccccc1)c1ccccc1 | 2.5 | -0.6 | -4.7 | x | 10.1 | -8.2 | 0.2
COCCNC(=O)C[C@H]1C[C@H]2c3cc(NC(=O)Nc4ccc(F)cc4)ccc3O[C@H]2[C@H](CO)O1 | x | 2.2 | 5.8 | 1.9[16.7 µM] | -4.4 | x | -4.0
Cc1ccc(-c2nnc(SCC(=O)OC(C)C)n2N)cc1 | x | 6.2 | 8.3 | -6.9 | -2.6 | x | -2.1
OCCC1CN(Cc2cccc3c2OCO3)CCN1Cc1ccccc1 (configuration not stated) | -3.9 | -1.4 | 0.7 | -5.4 | 0.8 | -0.8 | 3.0
CCC(c1nnnn1Cc1ccccc1)N1CCN(C/C=C/c2ccccc2)CC1 (configuration not stated) | -0.7 | -5.1 | -0.7 | -3.8 | x | -0.7 | -9.5
O=C(Nc1cc(F)ccc1F)N1CCCCN2[C@@H](CO)[C@@H](c3ccc(C4=CCCCC4)cc3)[C@@H]2C1 | 4.4 | -3.4 | -32.6 | -17.3[16.7 µM] | 23.3 | 3.6 | 20.5
C[C@@H]1CCCCO[C@@H](CN(C)Cc2ccc(C(F)(F)F)cc2)[C@@H](C)CN([C@@H](C)CO)C(=O)c2cc(NC(=O)CCC(F)(F)F)ccc2O1 | -2.6 | -2.8 | 83.2* | 0.6[16.7 µM] | -5.0 | 8.1 | -5.4
Cc1ccc(S(=O)(=O)N(C)C[C@H]2Oc3ccc(NC(=O)CCN4CCOCC4)cc3C(=O)N([C@H](C)CO)C[C@@H]2C)cc1 | -1.9 | -1.3 | 10.5 | -2.3[16.7 µM] | 0.2 | -2.0 | -1.5
CSc1nsc(SCC(=O)Nc2ccccc2C(N)=O)n1 | 1.8 | -2.0 | -5.7 | -4.9 | -0.6 | -2.6 | 3.5
CC[C@H](C)[C@@H]1NC(=O)[C@H]([C@@H](C)CC)NC(=O)[C@@H](CC(C)C)NC(=O)[C@H](Cc2ccccc2)NC(=O)[C@H](Cc2ccccc2)NC(=O)[C@@H]2CCCN2C(=O)[C@@H]2CCCN2C(=O)[C@H](C(C)C)NC(=O)[C@H](CC(C)C)NC1=O | 4.5 | 7.7 | 11.0 | -2.4 | -3.3 | 11.0 | 1.2
Cn1ccnc1CN1CCN(C(=O)c2cc(COc3ccc(F)c(F)c3)on2)CC1 | -3.3 | x | x | -6.5 | -6.6 | -3.7 | -0.6
COc1ccc(Cn2ccnc2)cc1Br | x | 9.5 | 7.8 | -5.0 | 2.1 | x | 2.7
SMILES | ERp5 inh | esBAF inh | C2C12 statin | miR-122 sensor | ARNT-TACC3 inh | SIRT5 inh | Cneo AK release
O=S(=O)(/C=C/c1ccccc1)N1CCN(Cc2ccccc2)CC1 | -1.7 | 3.0 | -3.8 | 1.1 | 4.1 | 0.2 | -12.5
C[C@@H]1CN([C@H](C)CO)C(=O)c2cc(NS(C)(=O)=O)ccc2O[C@H]1CN(C)CC1CC1 | -1.6 | 1.9 | -3.4 | -1.7[16.7 µM] | x | -0.7 | 1.6
CCn1c(SCC(=O)N(C)C2CCS(=O)(=O)C2)nnc1-c1ccccc1 (configuration not stated) | 1.2 | 3.6 | -8.3 | -0.1 | -3.1 | -6.6 | -2.6
COc1cccc(C(=O)NC(=S)Nc2ccc(Cl)cc2C(=O)O)c1 | -4.8 | x | x | -5.8 | 0.8 | 4.7 | -1.3
CCn1ncc(CN2CCC(Oc3ccc(C(=O)N4CCCC4)cc3)CC2)c1C | 2.1 | -3.4 | -0.4 | 3.2 | -0.7 | -2.2 | 21.2
O=C(O)CCC(=O)N1CCc2cc(S(=O)(=O)NCc3cccs3)ccc21 | x | 1.1 | -1.1 | x | -1.7 | x | -0.8
O=C(c1ccc2ccccc2n1)N1CCN(Cc2c(F)cccc2Cl)CC1 | -1.9 | -8.6 | -11.2 | x | x | 0.8 | -1.4
COCCNC(=O)C(c1ccc(F)cc1)N(Cc1ccccc1)C(=O)CCC(=O)Nc1nccs1 (configuration not stated) | 7.1 | 3.1 | -0.8 | -0.7 | -4.7 | -3.3 | 1.4
CCN(C(=O)CN1C(=O)c2ccc([N+](=O)[O-])cc2C1=O)C1CCCCC1 | 0.4 | -1.5 | 1.9 | -3.4 | 21.4 | -3.9 | 0.1
Cc1ncc([N+](=O)[O-])n1CC(=O)Nc1ccccc1 | 0.8 | x | x | x | 2.6 | 3.3 | x
O=c1c2cc(NC(=S)N3CCCC3)ccc2nc2n1CCCCC2 | -4.4 | x | x | x | 8.0 | -1.9 | x
